Screening results as filed in PubChem.
KLF5 inh – suppresses KLF5 promoter-driven expression; DLD-1 KLF5 promoter-luciferase reporter, luminescence; inhibition, % at 5 µM; 290,000 compounds, 0.23% hits; AID 1700;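 active = inhibition above a per-plate limit of that plate's mean compound inhibition plus 3 SD, cut at about 60% in these data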;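 note: 0% = DMSO wells and 100% = LY294002 at 200 µM; higher means less KLF5 promoter-driven luciferase light; inactives centre near -14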
TRPC6 activator – mouse TRPC6 channel activation. 310,000 compounds, 0.13% hits. HEK293-TRPC6 membrane potential dye fluorescence; stronger effect = higher value. AID 2550. B-score at 10 µM. Q61143;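 active = B-score of the integrated fluorescence ratio above library mean plus 3 SD, and starting fluorescence ratio within library mean plus 5 SD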;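 note: higher score means more depolarization so channel activation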
TRPC4 PAM – allosterically enhances the mouse TRPC4 cation channel. B-score at 10 µM. HEK293 TRPC4beta/mu-opioid, DAMGO EC20, Fluo-4 Ca2+ flux; stronger effect = higher value. 310,000 compounds, 0.42% hits;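 active = B-score of calcium response area above 5 SD of library B-scores, with initial fluorescence ratio within 5 SD of library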;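 note: B-score of integrated fluorescence ratio over time as area under calcium response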
Target sequence (Q9QUQ5 whole entry, looked up): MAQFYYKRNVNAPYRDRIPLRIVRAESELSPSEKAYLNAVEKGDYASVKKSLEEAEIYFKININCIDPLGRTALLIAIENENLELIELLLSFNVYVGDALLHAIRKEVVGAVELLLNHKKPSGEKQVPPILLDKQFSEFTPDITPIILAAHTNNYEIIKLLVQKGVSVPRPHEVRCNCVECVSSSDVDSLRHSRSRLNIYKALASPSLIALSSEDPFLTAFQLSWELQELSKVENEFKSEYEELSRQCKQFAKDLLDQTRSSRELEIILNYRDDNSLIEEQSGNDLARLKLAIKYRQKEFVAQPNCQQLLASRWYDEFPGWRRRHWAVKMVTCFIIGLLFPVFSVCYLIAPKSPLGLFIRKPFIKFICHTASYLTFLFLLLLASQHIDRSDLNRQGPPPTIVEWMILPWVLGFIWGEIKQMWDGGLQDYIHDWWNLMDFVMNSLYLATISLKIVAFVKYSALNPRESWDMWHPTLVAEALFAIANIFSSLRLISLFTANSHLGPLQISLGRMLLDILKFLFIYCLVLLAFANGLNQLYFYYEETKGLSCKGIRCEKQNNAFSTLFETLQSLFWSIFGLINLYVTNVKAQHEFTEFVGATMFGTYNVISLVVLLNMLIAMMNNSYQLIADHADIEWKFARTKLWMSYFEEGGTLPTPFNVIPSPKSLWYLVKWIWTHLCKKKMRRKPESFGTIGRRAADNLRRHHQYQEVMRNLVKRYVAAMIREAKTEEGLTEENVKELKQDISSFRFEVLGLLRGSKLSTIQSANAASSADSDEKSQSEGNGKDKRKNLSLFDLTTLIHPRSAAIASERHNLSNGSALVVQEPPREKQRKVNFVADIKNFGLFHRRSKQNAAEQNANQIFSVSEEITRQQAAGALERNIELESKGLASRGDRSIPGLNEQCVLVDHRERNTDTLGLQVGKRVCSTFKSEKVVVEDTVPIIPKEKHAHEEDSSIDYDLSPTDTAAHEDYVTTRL
SKKanGAS inh – blocks kanamycin growth of S. pyogenes SKKanGAS strain. BacTiter-Glo, 6 h. inhibition, % at 7.5 µM. 300,000 compounds, 1.3% hits. AID 1662;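 active = mean replicate score, as percent of positive control median, at least 50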;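 note: strain carries kanamycin resistance gene driven by streptokinase promoter and grows in 40 µg/ml kanamycin; loss of luminescence reflects streptokinase promoter inhibition or plain growth inhibition; 0% = median of DMSO wells and 100% = positive control at its reference dose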
HIF activator – HIF pathway transcriptional activation | U2OS HRE-luciferase reporter, luminescence; normalized: DMSO 0%, desferrioxamine 100% | activation, % at 7.5 µM (by protocol) | 300,000 compounds, 0.32% hits | AID 1910;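 active = mean activation of at least 10% of the iron chelator positive control signal, with at least half of replicates also reaching 10%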
TRPC4 inh – TRPC4 (mouse) channel inhibition; Q9QUQ5; HEK293 TRPC4beta/mu-opioid, DAMGO-evoked Fluo4 calcium flux; stronger effect = lower value; B-score at 10 µM; 300,000 compounds, 0.39% hits;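 active = B-score over 3 SD under the library average, no early fluorescence shift, positive overall ratio signal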
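material = TRPC4beta/mu-opioid receptor HEK293 cell line | probe or stimulus = sequential submaximal and maximal DAMGO stimulation | compound dosing = one concentration per compound | measured by = Fluo4 Ca2+ flux fluorescence | evaluation = integrated fluorescence ratio relative to baseline, converted to per-well B score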
IEC-6 cytotox – kills IEC-6 intestinal cells in KLF5 counter-screen | 290,000 compounds, 0.78% hits | AID 1825 | inhibition, % at 5 µM | IEC-6 cytotoxicity, luminescence viability; in the data active = inhibition above about 22%;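 note: 0% = plate median of test compound wells and 100% = cytotoxic reference compound wells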
TRPC6 inhibitor – blocks the mouse TRPC6 cation channel | Q61143 | AID 2553 | HEK293-TRPC6, membrane potential dye, ACh-evoked depolarization; stronger effect = lower value | 310,000 compounds, 1.1% hits | B-score at 10 µM;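 active = B-score under library mean minus 3 SD, initial fluorescence not abnormally high, positive integrated signal ratio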;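 note: B-score derived from integrated fluorescence ratio over the kinetic read; more negative B-score means stronger inhibition of depolarization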
aSyn 5UTR inh – 5' untranslated region of α-synuclein, MLPCN primary screen. alpha-synuclein 5'UTR reporter, inhibitor activity. 300,000 compounds, 0.82% hits. inhibition, % (tested at 7.5 µM); in the data active = inhibition above about 60%;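 note: H4 neuroglioblastoma cells stably carrying SNCA 5'UTR luciferase fusion; 0% = DMSO wells and 100% = positive control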
MrgX1 antagonist – antagonists of human MrgX1 receptor; Q96LB2; MRGX1-HEK293 calcium flux, Fluo-4, BAM8-22 antagonism; stronger effect = lower value; B-score at 10 µM; 310,000 compounds, 1.3% hits;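 active = calcium-response B-score plate-corrected more than 3 library SD below zero, starting fluorescence within 5 deviations, no agonist response on first addition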;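 note: peak minus trough fluorescence over baseline after final BAM8-22 challenge near maximal dose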
TRPC4 act – TRPC4 (mouse) channel activation; Q9QUQ5; HEK293 TRPC4beta/mu-opioid, Fluo4 calcium fluorescence; stronger effect = higher value; B-score at 10 µM; 310,000 compounds, 0.49% hits; AID 2237;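 active = B-score above 5 SD of library B-scores, and initial fluorescence ratio not above library mean plus 5 SD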;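 note: positive B-score marks a calcium rise read as TRPC4 activation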
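Assay system: HEK293 stable line with TRPC4beta plus mu-opioid receptor. Times: dye 45 min RT, read 110 s. Measured by: kinetic Fluo4 calcium fluorescence. Measure: B score of integrated ratio. Controls: assay buffer as low control, maximal DAMGO as high control.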
* marks the source's active call; other numbers are inactive results; i = inactive; . = not tested or not shown.

Fields: KLF5 inh | TRPC6 activator | TRPC4 PAM | SKKanGAS inh | HIF activator | TRPC4 inh | IEC-6 cytotox | TRPC6 inhibitor | aSyn 5UTR inh | MrgX1 antagonist | TRPC4 act
> Cc1sc(NC(=O)/C=C/c2ccc(C(C)C)cc2)c(C#N)c1C
    -23 | i | i | -1 | -0.2 | i | -2 | i | -44 | i | i
> CCCN(C(=O)COC(=O)COc1c(C)cccc1C)c1c(N)n(Cc2ccccc2)c(=O)[nH]c1=O
    . | i | i | 20 | -0.3 | i | . | i | -2 | i | i
> CCOC(=O)c1c(C)oc2ccc(OS(C)(=O)=O)cc12
    -35 | i | i | 3 | 1.0 | i | 10 | i | 28 | i | i
> COc1ccc(CNCC(O)COCc2cccs2)cc1 (stereo not drawn)
    -11 | i | i | -7 | -0.8 | i | 2 | i | -4 | i | i
> CCN(CC)CCn1c2c(c(SCC(=O)Nc3ccc(C)c(F)c3)nc1=O)CCC2
    . | i | i | -4 | 0.6 | i | . | i | -20 | i | i
> COC(=O)C1=C(C)NC(=S)NC1c1ccc(-c2cc(Cl)ccc2Cl)o1 (stereo not drawn)
    -2 | i | i | 11 | 0.3 | i | 4 | i | 0 | i | i
> CCCOc1c(Br)cc(C2C3=C(CCCC3=O)N(C)C3=C2C(=O)CCC3)cc1OC
    -14 | i | i | 0 | -0.4 | i | 3 | i | 1 | i | i
> Cc1cc(C)c2c(n1)sc1c(O)cc(=O)[nH]c12
    8 | i | i | 5 | 0.2 | i | 0 | i | 1 | i | i
> O=C(NCCN1CCN(c2ccccc2)CC1)C1CCN(S(=O)(=O)c2cccc3nonc23)CC1
    -6 | i | i | 5 | 0.1 | i | 0 | i | 1 | i | i
> Cc1cn(COC/C=C/c2ccccc2)c(=O)[nH]c1=O
    -16 | i | i | -11 | 0.2 | i | -2 | i | 5 | i | i
> C=CCNC(=O)c1ccc(Cn2cc(C(F)(F)F)ccc2=O)cc1
    -4 | i | i | -1 | -0.4 | i | -4 | i | -1 | i | i
> O=C(c1cc([N+](=O)[O-])ccc1Cl)N1CCN(Cc2ccc3c(c2)OCO3)CC1
    16 | i | i | -3 | 0.1 | i | 3 | i | 11 | i | i
> CN1CCCC(OC(=O)c2cccc(S(=O)(=O)N3CCCCCC3)c2)C1 (stereo not drawn)
    -21 | i | i | -8 | 0.2 | i | -5 | i | 5 | i | i
> CC(C)[C@H](NC(N)=O)C(=O)NCCc1ccc(Cl)cc1Cl
    -24 | i | i | 6 | -0.1 | i | 0 | i | 23 | i | i
> O=C(NCc1ccco1)c1cc(S(=O)(=O)N2CCOCC2)ccc1Br
    -23 | i | i | 2 | 0.4 | i | 4 | i | 10 | i | i
> O=C(Nc1ccc(NC(=O)N2CCN(c3ccccc3O)CC2)cc1)N1CCN(c2ccccc2O)CC1
    -16 | i | i | -1 | -0.5 | i | 1 | i | 27 | i | i
> COc1ccccc1C(=O)C1CCCN(C(=O)CCc2ccccn2)C1 (stereo not drawn)
    -10 | i | i | 5 | -0.1 | i | -1 | i | 9 | i | i
> COC(=O)C(CC(=O)c1cccc(OC)c1)c1ccc(F)cc1 (stereo not drawn)
    -8 | i | i | -1 | -0.1 | i | 2 | i | 11 | i | i
> COc1ccc2c(c1OC)C(=O)N1N=C(c3ccc(Br)cc3)CC21 (stereo not drawn)
    -4 | i | i | -2 | 1.4 | i | 3 | i | 12 | i | i
> CCN1CCN(CC(O)COCCOc2ccc(Br)cc2)CC1 (stereo not drawn)
    -19 | i | i | -12 | 0.6 | i | 6 | i | -6 | i | i
> Cc1c(C(=O)Oc2ccc(-c3cnc4ccccc4n3)cc2)cccc1[N+](=O)[O-]
    -23 | i | i | 0 | -22 | i | -6 | i | -108 | i | i
> O=C(NCCCNC(=O)c1ccc(-c2cccc(Cl)c2)o1)c1cnccn1
    -12 | i | i | -9 | -0.1 | i | 8 | i | 3 | i | i
> CCC(CC)NC(=O)c1nn(Cc2ccccc2)c(=O)c2ccccc12
    -12 | i | i | 11 | 0.3 | i | -6 | i | -41 | i | i
> O=C(CC1C(=O)NCCN1C(=S)Nc1ccccc1)Nc1ccc(F)cc1 (stereo not drawn)
    -10 | i | i | 1 | -0.1 | i | 7 | i | 7 | i | i
> CC(C)(C)c1nc(S(=O)(=O)c2ccc(Cl)cc2)c(N2CCOCC2)o1
    2 | i | i | 7 | -0.6 | i | -4 | i | 6 | i | i
> CCN1CCN(C(=O)C2CCN(C(=O)c3cc4sccc4n3CC)CC2)CC1
    -12 | i | i | -5 | 0.3 | i | -4 | i | -9 | i | i
> Cc1ccc(S(=O)(=O)N2CCC(C(=O)NCC3CCCO3)CC2)cc1 (stereo not drawn)
    -20 | i | i | 3 | -0.1 | i | -4 | i | 3 | i | i
> O=C(Nc1ccc(Br)c(Br)c1)C1CCCO1 (stereo not drawn)
    . | i | i | -4 | 0.8 | i | . | i | -56 | i | i
> O=C(CSc1ccc(-c2ccco2)nn1)NC1CCCCC1
    -2 | i | i | . | . | i | 4 | i | . | i | i
> CS(=O)(=O)N(CC(=O)Nc1ccccc1)c1cccc(Cl)c1Cl
    -47 | i | i | -3 | 0.1 | i | -6 | i | -8 | i | i
> Cc1cccc(C)c1NC(=O)NCc1ccco1
    -10 | i | i | 0 | -0.6 | i | -2 | i | -5 | i | i
> O=C(Nc1ccc(Cl)cn1)c1ccc(COc2ccccc2Br)o1
    -104 | i | i | 19 | 1.4 | i | -4 | i | -117 | i | i
> CN(CCO)c1ccc(-c2n[nH]c(=O)c3ccccc23)cc1[N+](=O)[O-]
    -54 | i | i | 3 | -1.6 | i | 10 | i | 11 | i | i
> O=C(Nc1cccc(Cl)c1)c1cnc[nH]1
    -84 | i | i | -2 | -17 | i | 4 | i | -87 | i | i
> NC(=O)NC(c1ccc(Cl)cc1)c1ccccc1Cl (stereo not drawn)
    -15 | i | i | -8 | 0.0 | i | -6 | i | 17 | i | i
> O=C(CCCn1c(=S)[nH]c2cc3c(cc2c1=O)OCO3)N1CCN(c2ccccc2)CC1
    -25 | i | i | -9 | 0.1 | i | 2 | i | 9 | i | i
> COc1ccc(C(=O)Nc2nncs2)cc1S(=O)(=O)N1CCOCC1
    -21 | i | i | 0 | 2.1 | i | 6 | i | 7 | i | i
> CCC(C)NC(=O)CSc1nc2ccccc2c(=O)n1-c1c(C)n(C)n(-c2ccccc2)c1=O (stereo not drawn)
    -5 | i | i | 1 | 0.0 | i | 10 | i | 2 | i | i
> O=C(CN(CCc1ccccc1)Cc1ccccc1)Oc1ccccc1P(=O)(O)O
    -10 | i | i | -5 | 0.9 | i | -8 | i | 2 | i | i
> CSc1ccc(C(=O)C2CCCN(C(=O)c3ccc(C)nc3)C2)cc1 (stereo not drawn)
    -17 | i | i | 3 | -0.1 | i | -3 | i | -8 | i | i
> CCn1ncc(CN2CCN(C(=O)Nc3ccccc3C(=O)OC)CC2)c1C
    -6 | i | i | 3 | 0.8 | i | 1 | i | 2 | i | i
> O=C(CN1CCN(C(c2ccccc2)c2ccccc2)CC1)Nc1ccc(N2CCOCC2)cc1
    -30 | i | i | . | 0.4 | i | -1 | i | 40 | i | i
> Cc1cc(C)n(C(=O)c2sc3cc(F)ccc3c2Cl)n1
    8 | i | i | -3 | -0.1 | i | -5 | i | 8 | i | i
> CCOc1ccc(S(=O)(=O)NCCCN2CCOCC2)c2ccccc12
    -7 | i | i | -2 | 1.0 | i | 0 | i | 1 | i | i
> Cc1ccc(N=C/C(C(=O)C(F)(F)F)=C(\O)c2ccco2)cc1Cl
    12 | i | i | -2 | 5.4 | i | 2 | i | -184 | i | i
> COc1ccccc1NC(=O)C1CCCN(c2ncnc3c2nc2n3CCCCC2)C1 (stereo not drawn)
    -18 | i | i | 5 | 0.0 | i | 2 | i | 28 | i | i
> CCOc1ccc(NC(=O)C23CC4CC(C2)CC(c2ccccc2)(C4)C3)cc1
    -5 | i | i | 20 | -1.0 | i | -3 | i | 8 | i | i
> Cn1c(O)c(N=NC(=O)c2ccco2)c2ccccc21
    -135 | i | i | -9 | 0.2 | i | 13 | i | -80 | i | i
> OC(c1cc(-c2ccc(C(F)(F)F)cc2)nc(C(F)(F)F)c1)C1CCCCN1 (stereo not drawn)
    -2 | i | i | 12 | -2.1 | i | 40* | -5.9* | 103* | -5.4* | 43*
> O=C1c2ccc(Br)cc2C(=O)N1c1ccc(Cc2ccncc2)cc1
    12 | i | i | . | . | i | -1 | i | . | . | i
> COc1ccc(OC)c(C2=Nn3c(nnc3-c3cccc(OC(C)C)c3)SC2)c1
    28 | i | i | 37 | -0.3 | i | 6 | i | 32 | i | i
> COc1ccc(NS(=O)(=O)c2cccc3cccnc23)cc1
    -11 | i | i | -3 | 0.2 | i | -3 | i | -2 | i | i
> CN(C)C(=O)c1nnsc1Sc1ccc(Cl)cc1
    -55 | i | i | -24 | 0.2 | i | 9 | i | -41 | i | i
> O=C(COC(=O)c1ccc[nH]c1=O)NC1CCCCCC1
    -29 | i | i | 8 | 0.1 | . | -1 | i | -6 | i | i
> CS(=O)(=O)N(CC(=O)N1CCCC1)c1cc(Cl)c(Cl)cc1Cl
    -43 | i | i | 1 | 0.1 | i | 6 | i | -3 | i | i
> CCN(c1ccccc1)S(=O)(=O)c1ccc(Cl)c(C(=O)NCC2CCCO2)c1 (stereo not drawn)
    -22 | i | i | 0 | -0.5 | i | -1 | i | -25 | i | i
> c1ccc(-c2nnc3n2CCCC3)cc1
    -4 | i | i | -15 | -0.1 | i | -6 | i | 3 | i | i
> COC(=O)c1cccc(NC(=O)c2ccc(S(=O)(=O)N3CCN(C)CC3)cc2)c1
    -9 | i | i | -1 | 0.8 | i | -4 | i | 9 | i | i
> Cc1cc(C)cc(NC(=O)CCN2CCCC2)c1
    -37 | i | i | 5 | -0.1 | i | -7 | i | 12 | i | i
> O=S(=O)(c1ccc(F)cc1)N1CCN(c2ccc(F)cc2)CC1
    -38 | i | i | -10 | -0.1 | i | 3 | i | -3 | i | i
> O=C(N[C@@H](Cc1c[nH]c2ccccc12)C(=O)O)C1CCN(S(=O)(=O)c2cccs2)CC1
    -7 | i | i | 8 | -2.1 | i | -4 | i | -5 | i | i
